KB-3-1 tox: KB-3-1 parental cell cytotoxicity; Potency, µM (doses to about 46.1 µM), without a hit: at the highest dose activity change, negative = cytotoxic, usual class: cytotoxic; KB-3-1 viability, CellTiter-Glo ATP luminescence, 72 h; 400,000 compounds, 1.4% hits; also: potency is read from the fitted curve at half-maximal effect; % is scaled to controls: 0 for no effect and ±100 for the full control effect; nearly all actives have a fitted effect of over 60% in size
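Here the drug-naive KB-3-1 line serves as comparator for MDR sub-line selectivity; cells received compound titrations, 72 h at 37 °C, then CellTiter-Glo readout.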
HT1080 IDH1KD tx: toxicity to HT-1080 IDH1 knockdown cells (counter line); 360,000 compounds, 2% hits; HT-1080 IDH1 knockdown viability, ATP luminescence, 48 h; Potency, µM (titrated, usually from 46.1 µM), without a hit: at the top dose activity, negative = toxicity, usual class: cytotoxic;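 also: potency is read from the fitted curve at half-maximal effect; 0% = DMSO wells and -100% = cell-free medium wells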
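HT-1080-IDH1KD cells (IDH1 knocked down), 750/well in RPMI with 5% FBS, treated with compound 48 h at 37 degrees C. Viability by CellTiter-Glo luminescence, normalised to DMSO and no-cell wells; concentration-response curves classed.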
IL1B secr inh: inhibitors of inflammasome signaling (IL-1 beta secretion) | THP-1 LPS/ATP IL-1B secretion, AlphaLISA, 16 h; stronger effect = lower value | activity change, % at 57.5 µM | 360,000 compounds, 4.7% hits; in the data active = activity change below about -50%; inconclusive = mostly about -30% to -49%; also: % is scaled to controls: 0 for no effect and ±100 for the full control effect
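Secreted IL-1B measured by AlphaLISA bead assay after 16 h compound exposure of THP-1 cells; compounds (final up to 57.5 uM) added 1 h before LPS (250 ng/mL) and ATP (1.25 mM) stimulation; lower signal means less secretion.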
S2 tox: viability counter-screen for ATXN expression inhibitors; Potency, µM (highest dose often 56.7 µM), most hits filed as cytotoxic; S2 cells (HEK-293 line with an ATXN2-luciferase reporter) viability, CellTiter-Fluor protease fluorescence, 24 h; 400,000 compounds, 0.49% hits; also: potency is read from the fitted curve at half-maximal effect; nearly all actives have a fitted effect of over 40% in size
HT1080-NT tox: kills 2HG-producing HT-1080-NT fibrosarcoma cells | HT-1080-NT fibrosarcoma viability, CellTiter-Glo ATP luminescence, 48 h | Potency, µM (highest dose often 46.1 µM), without a hit: top-dose activity, negative = less viability, hits mostly cytotoxic | 360,000 compounds, 1.6% hits | AID 686970;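 also: NT is the 2HG producing partner of a matched IDH1 knockdown line; potency is read from the fitted curve at half-maximal effect; 0% = DMSO-treated cells and -100% = media-only wells without cells; nearly all actives have a fitted effect of over 55% in size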
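Viability by CellTiter-Glo luminescence after 48 h compound exposure at 37C of HT-1080-NT cells (750/well, RPMI, 5% FBS). % activity scaled between DMSO wells and medium-only wells, then curve-fitted and categorized by curve class.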
ATXN2 expr inh: inhibitors of ATXN2 expression; HEK-293 ATXN2-luciferase reporter, luminescence, 24 h; Potency, µM (top dose mostly 57 µM), inactives show top-dose activity change, negative = inhibition, hits mostly inhibitors; 360,000 compounds, 0.72% hits; also: potency is read from the fitted curve at half-maximal effect; % is scaled to controls: 0 for no effect and ±100 for the full control effect; nearly all actives have a fitted effect of over 55% in size
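ATXN2-luciferase reporter cells (luciferase flanked by upstream and downstream ATXN2 gene portions) were treated 24 h at 37 °C with compounds at up to 57 uM. SteadyGlo luminescence gave expression; GF-AFC fluorescence gave viability.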
SW480 rereplic: induces DNA re-replication in SW480 colon adenocarcinoma cells. 340,000 compounds, 1.8% hits. Potency, µM (series often up to 46.1 µM), inactives show at the top dose re-replication activation, hits mostly activators. AID 624297. SW480 DNA re-replication, Hoechst DNA content imaging, 48 h; also: potency is read from the fitted curve at half-maximal effect; % of control where 0% means no effect; nearly all actives have a fitted effect of over 55% in size
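First, 250 cells per well were seeded. Next, compound or vehicle (23 nL) was pinned in, plates sat 48 hr at 37 C. Finally Hoechst was added for 40 min before fluorescence scanning.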
MCF10A rerep: DNA re-replication induction in MCF 10a cells; MCF 10A DNA re-replication, Hoechst nuclear intensity, 48 h; Potency, µM (series often up to 46.1 µM), inactives show top-dose activity, positive = re-replication, hits mostly activators; 350,000 compounds, 2.9% hits; AID 624296; also: potency is read from the fitted curve at half-maximal effect; % of control where 0% means no effect; nearly all actives have a fitted effect of over 50% in size
KB-V1 cytotox: KB-V1 MDR subline cytotoxicity; 400,000 compounds, 3.4% hits; AID 1347076; Potency, µM (titrated, usually from 46.1 µM), for the others: at the top dose activity change, negative = cytotoxicity, usual class: cytotoxic; KB-V1 MDR cells viability, CellTiter-Glo, 72 h; also: potency is read from the fitted curve at half-maximal effect; % is scaled to controls: 0 for no effect and ±100 for the full control effect; nearly all actives have a fitted effect of over 60% in size
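Readout: CellTiter-Glo luminescence, 10 min after addition. Cells: KB-V1 MDR subline, 72 h at 37 degrees C with compound. Analysis: corrected, normalized data fitted to concentration-effect curves.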
An asterisk follows results filed as active; i = inactive; ? = inconclusive; . = no result given; & = joins results of further samples; [ ] = another dose, or the depositor's remark. Unless noted, calls follow the shape of the dose curve; as a rule, active = well fitted curve in the direction sought with a large enough effect; inconclusive = small, poorly fitted or top-dose-only effect, or another doubt; inactive = no such curve, though single readings can be large; an effect the other way counts as inactive or inconclusive.

Under each structure: MCF10A rerep	KB-3-1 tox	SW480 rereplic	S2 tox	KB-V1 cytotox	HT1080-NT tox	HT1080 IDH1KD tx	ATXN2 expr inh	IL1B secr inh
1	O=C1NC[C@H](Cc2ccccc2)N(C[C@H]2CCCN2C[C@H](Cc2ccccc2)N2C[C@H](Cc3ccccc3)N(CC3CCCCC3)C(=O)C2=O)C1=O
  ?	0%	?	18µM*	3%	?	?	?	-78*
2	CCOc1ccc(Br)cc1S(=O)(=O)NC1CCCC1
  11%	-3%	-4%	i	16µM*	2%	2%	-7%	21
3	O=C(Nc1cccc(-n2cnnn2)c1)c1cccs1
  ?	-1%	3%	i	?	0%	2%	.	-20
4	Cc1nn(CC(=O)NC(C)CCc2ccccc2)c(=O)c2nn(-c3ccccc3)c(C)c12 (stereo unspecified)
  -1%	9%	-2%	i	-23%	0%	-9%	0%	-23
5	COc1ccc(C(CCNCc2ccc(OC(C)C)cc2)C(C)C)cc1 (stereo unspecified)
  -12%	-18%	19%	?	15µM*	?	?	?	.
6	Oc1ccc(C[C@@H](CN2CCCC2CN2C(=S)NC[C@@H]2Cc2ccccc2)N2C[C@H](Cc3ccccc3)N(CC3CCCCC3)C2=S)cc1 (stereo partly specified)
  .	-23%	.	i	?	1%	8%	1%	-8
7	O=C(c1cccs1)N1C[C@@H](O)[C@H](n2cc(-c3ccc(F)cc3)nn2)C[C@@H]1c1ccc(Cl)cc1
  .	?	.	?	?	?	?	?	-18
8	Cc1ccc(CNC(=S)Nc2ccc(NS(=O)(=O)c3ccc(C)cc3)cc2)cc1
  ?	.	18%	i	.	-29%	?	-19%	0
9	CC(C)NC[C@H](O)COc1cccc2[nH]ccc12
  -1%	0%	12%	i	0%	17%	7%	4%	-14
10	Cc1ccc(N2C(=O)C3N=NN(CC(=O)N4N=C(c5cccc6ccccc56)CC4c4ccccc4)C3C2=O)cc1 (stereo unspecified)
  3%	-10%	?	i	?	-2%	-16%	2%	0
11	CN(C)/C=C/C(=O)c1cnc(-c2ccccc2)s1
  19%	6%	24%	i	0%	14%	9%	24%	-23
12	Fc1ccc(NC(=S)Nc2ccc(F)c(Cl)c2)cc1Cl
  ?	?	-4%	?	?	?	?	?	-77*
13	Cc1cc(C(=O)CSc2nnc(Cc3ccccc3)o2)c(C)n1Cc1ccc2c(c1)OCO2
  5%	-12%	0%	i	-21%	-3%	-1%	2%	-3
14	N#CCc1ccc(NC(=O)Cn2c(=O)oc3ccccc32)cc1
  4%	21%	-38%[inhibitor]	i	0%	1%	2%	1%	8
15	COC(=O)c1ccccc1NC(=O)Cn1c(CCC(=O)O)ccc1-c1cccs1
  1%	3%&-1%	-5%	i	-1%&4%	17%	-4%	-5%&1%	8
16	O=C(OC1CCOC1=O)c1cc(S(=O)(=O)N2CCOCC2)c(Cl)cc1Cl (stereo unspecified)
  2%	-7%	-5%	i	-9%	6%	14%	11%	-12
17	O=C(NCC1CCN(Cc2ccccc2)CC1)[C@H]1O[C@@H](n2ccc(=O)[nH]c2=O)[C@H](O)[C@@H]1O
  .	22%	.	i	18%	14%	8%	4%	22
18	O=C(Cc1cccs1)NCc1ccccc1F
  -12%	-1%	-3%	i	5%	5%	0%	47%[activator]	-5
19	COC(=O)[C@@]1(Cc2ccc(F)cc2)[C@H]2c3cc(C(=O)N4CCCC4)n(Cc4ccc(C)c(F)c4F)c3C[C@H]2CN1C(=O)c1ccccc1
  .	?	.	?	23µM*	?	?	0%	0
20	COc1cccc(-n2nnc3c(=O)n(Cc4cccc(F)c4)cnc32)c1
  ?	0%	3%	i	-3%	-19%	1%	14%	-55*
21	COc1cc(NC(=O)CN2C(=O)NC(C)(c3ccc4ccccc4c3)C2=O)c(C)cc1[N+](=O)[O-] (stereo unspecified)
  3%	-3%	?	i	17%	?	-30%	-1%	?
22	FC(F)(F)c1ccccc1Cc1c(-c2ccccc2)nc2ccc(Br)cn12
  .	-16%	.	i	-31%	-10%	-3%	31%	7
23	CCOc1ccc(CNC(=O)C2CCN(C(=O)N3CC(C)Oc4ccccc43)CC2)cc1 (stereo unspecified)
  -6%	-9%	-1%	i	-13%	16%	0%	2%	-16
24	Cc1cc(OCC(=O)OCC(=O)NC2CCCCCC2)ccc1Cl
  -1%	1%	-2%	.	?	15%	0%	.	13
25	Cc1ccc(S(=O)(=O)NCc2ccccc2)cc1C(=O)NCC(=O)Nc1c(C)cccc1C
  .	-6%	.	i	-4%	-4%	-22%	.	0
26	O=C(Cn1cnc([N+](=O)[O-])c1)NCc1ccc(F)cc1
  13%	0%	6%	i	0%	2%	0%	3%	-2
27	O=C(NCc1ccccc1CN1CCCC1)c1cc2ccccc2o1
  ?	4%	-11%	i	0%	-1%[9.24 µM]	-3%	5%	?
28	O=C(NCc1cccs1)c1cc(S(=O)(=O)N2CCCCC2)ccc1Cl
  -1%	-2%	-12%	i	-13%	-16%	5%[9.24 µM]	-7%	-11
29	COC(=O)C1=C(O)C2(C(=O)O)CC(C(=O)OC)=C(O)C(C(=O)O)(C1)C2
  1%	1%	12%	i	3%	-2%	2%	6%	.
30	O=C1[C@@H]2[C@H]3CC[C@H](C3)[C@@H]2C(=O)N1O
  1.2µM*	4%	?	i	24%	13%	9%	7%	12

(cont.)
Under each structure: MCF10A rerep	KB-3-1 tox	SW480 rereplic	S2 tox	KB-V1 cytotox	HT1080-NT tox	HT1080 IDH1KD tx	ATXN2 expr inh	IL1B secr inh
31	C/C(=C\C(=O)N1CCc2ccccc21)C(=O)O
  4%	5%	3%	i	-5%	-10%	-4%	-2%	18
32	COC(=O)CCc1sc(Nc2ccccc2)nc1-c1ccc(OC)cc1
  ?	-4%	1%	i	-6%	-2%	-2%	26%	-22
33	CCCCOc1ccc(/C=N/NC(=O)c2nnn(-c3nonc3N)c2C)cc1
  ?	-1%	?	i	?	-1%	-1%	.	-4
34	CC1(C)CC[C@]2(CO)CC[C@]3(C)C(=CCC4[C@@]5(C)CC[C@H](O)[C@@](C)(CO)C5CC[C@]43C)[C@@H]2C1 (stereo partly specified)
  10µM*	-13%	7%	i	17%	5%	10%	-6%	10
35	NC(=O)[C@H]1CC2(CC(c3cccc(NC(=O)COc4ccc(Cl)cc4)c3)=NO2)CN1C(=O)c1ccc(Cl)cc1 (stereo partly specified)
  ?	-16%	?	?	-10%	?	?	?	?
36	COc1ccc(/C=C2\SC(=O)N(CC(=O)NNC(=O)c3ccccc3O)C2=O)cc1
  0%	4%	-3%	i	8%	-24%	?	1%	13
37	CCOc1ccc(N2C(=O)C3CCCN3C2=S)cc1 (stereo unspecified)
  ?	13%	-4%	i	?	1%	-4%	-7%	-28
38	CS(=O)(=O)c1ccc(NC(=O)c2ccccc2-n2cnnn2)cc1
  2%	8%	-20%	i	0%	0%	6%	5%	-9
39	O=C(COC(=O)CN1C(=O)c2ccccc2C1=O)Nc1ccccc1[N+](=O)[O-]
  0%	-8%	-3%	?	-3%	-1%	-5%	.	0
40	Cc1ccccc1OCC(=O)N/N=C/c1sc(=O)n(Cc2cccc(C(=O)O)c2)c1Cl
  7%	0%	4%	i	-4%	-3%	-5%	-2%	-21
41	CCCCn1c(=O)[nH]c2nc3cc(N)ccc3nc2c1=O
  16%	-11%	1%	.	-7%	5%	7%	42%[activator]	?
42	O=C(Nc1c2c(nn1-c1ccc(F)cc1)CS(=O)(=O)C2)c1ccc2c(c1)OCO2
  -3%	22%	-4%	i	12%	6%	2%	12%	-10
43	COc1cccc(CNC(=O)c2cc(S(=O)(=O)N3CCOCC3)cn2C)c1
  -5%	7%	3%	i	-23%	0%	-4%	9%	?
44	NC(=O)CN1C(=O)C(=O)N(Cc2cccc(C(F)(F)F)c2)C1=O
  0%	4%	-6%	i	15%	4%	1%	1%	19
45	CC1CN(S(=O)(=O)c2ccc(C(=O)N(C)C3CCCCC3)cc2)CC(C)O1 (stereo unspecified)
  0%	-8%	2%	i	0%	8%	17%	3%	21
46	Cn1c(CCCOc2ccc(Cl)cc2Cl)nnc1SCC(=O)Nc1nccs1
  0%	5%	-7%	i	-28%	-16%	4%	-1%	6
47	COCC(=O)Nc1ccc(-c2cn3cccnc3n2)cc1
  -5%	-6%	-4%	i	0%	4%	5%	20%	25
48	Cc1ccc(C(=O)OCC(=O)NC2CCS(=O)(=O)C2)c(C)c1 (stereo unspecified)
  5%	10%	4%	i	?	0%	6%	12%	-7
49	CCOC(=O)/C(C#N)=C/C=C1/C=CC=CN1C
  2%	11%	-3%	i	2%	?	?	15%	-26
50	Cc1ccc(CNC(=O)CN2CCN(Cc3ccc(F)cc3Cl)C2=O)cc1
  .	4%	.	?	19%	.	.	-20%	.
51	C=CCN1C(=O)c2ccc(C(=O)N(C)CC(=O)Nc3ccc(OCC)c(OCC)c3)cc2C1=O
  1%	6%	-3%	?	23%	3%	1%	1%	14
52	OCCOCCn1c2ccccc2c2ccccc21
  2%	18%	-4%	i	22%	-7%	-2%	-7%	-9
53	O=C(CSc1nnc(CSc2nc3ccccc3s2)o1)NC1CCCCC1
  11%	11%	-6%	i	-10%	-10%	7%	1%	17
54	Cc1ccc(C)c(N2CCN(C(=O)CCc3nc(-c4cccc(C(F)(F)F)c4)no3)CC2)c1
  1%	0%	-5%	i	0%	0%	1%	33%	15
55	CCOC(=O)c1cc2c(=O)n3ccccc3nc2n(C)c1=NC(=O)c1cc2ccccc2o1
  .	-1%	.	i	?	.	.	-15%	.
56	O=c1cnn([C@@H]2O[C@H](CO)[C@@H](O)[C@H]2O)c(=O)[nH]1
  10%	?	3%	i	4.1µM*	-18%	?	-11%	49
57	CCCCCNC(=O)C(c1cc2ccccc2o1)n1c(=O)c(-c2ccccc2)nc2ccccc21 (stereo unspecified)
  .	-10%	.	.	-25%	1%	-12%	.	-8
